Assay outcomes: PubChem, The Scripps Research Institute Molecular Screening Center
CHO-K1 Ca antag: M1 antagonist counterscreen hit in parental CHO-K1 cells; ATP-induced calcium, Fluo-8 fluorescence; inhibition, % at 3 µM; hit rate 0.6% among 360,000; AID 602250;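 active means inhibition above a per-plate cutoff, the plate's mean sample inhibition plus 3 SD, cut at about 24% in these data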;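 further: 0% = DMSO plus EC80 ATP and 100% = DMSO alone without ATP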
OXTR potentiator: potentiators of human oxytocin receptor | activation, % at 3 µM | P30559 | AID 2445 | CHO-OTR cells, Fluo-8 calcium fluorescence, potentiator mode; 0% = oxytocin EC15, 100% = EC100 | hit rate 0.061% among 320,000;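 active means activation above that plate's cutoff, the mean activation of tested compounds plus 3 SD, cut at about 6.6% in these data, passing the limit was not always enough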;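 further: 100% uses oxytocin at 75 nM as the full agonist control; some results filed as inactive read as strong as hits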
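Dosing: Single dose, 3.0 µM nominal final compound concentration | Material: Human OTR in CHO cells | Technique: Kinetic Fluo-8 calcium fluorescence | Benchmarks: EC15 oxytocin alone as 0%, 75 nM oxytocin as 100% | Probe or stimulus: Oxytocin at about EC15, sub-maximal agonist stimulus | Incubation: Compound 6 min at room temperature before oxytocin, 100 s read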
CHO-K1 Ca PAM: nonselective activator or artifact in parental CHO-K1 calcium assay | ATP EC20, Fluo-8 calcium fluorescence; 0% at ATP EC20, 100% at ATP max | activation, % at 3 µM | hit rate 0.02% among 360,000 | AID 602247;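 active means activation above the run cutoff, the mean activation of all test compounds plus 3 SD, cut at about 40% in these data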;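 further: peak over basal fluorescence ratio in a 140 s read after ATP addition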
CHO parental Ca: counter-screen for OX1R antagonists: effect in parental CHO cells. hit rate 0.63% among 330,000. AID 463079. inhibition, % at 5.6 µM. parental CHO-K1, ATP-induced calcium, Fluo-8 fluorescence;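 active means inhibition above that plate's mean sample inhibition plus 3 SD, cut at about 26% in these data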;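 further: 0% = ATP-challenged DMSO wells and 100% = DMSO wells without ATP; some compounds past the cut are filed as inactive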
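Material: parental CHO cells / Compound: single nominal dose of 5.6 µM per compound / Signal: Fluo-8 fluorescence / Replicates: singlicate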
V1aR counter: counter-screen for oxytocin receptor agonists: human V1a receptor agonists | AID 2797 | hit rate 0.25% among 320,000 | activation, % at 3 µM | CHO-V1R cells, Fluo-8 calcium fluorescence, agonist mode; 0% DMSO, 100% 3 nM vasopressin | P37288;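 active means activation above the mean activation of all tested compounds plus 3 SD, per screening run, cut at about 20% in these data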;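 further: signal is peak over basal fluorescence ratio across a 100 second FLIPR read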
TAAR1 antagonist: human TAAR1 antagonism | Q96RJ0 | CHO RD-HGA16 TAAR1, Fluo-8 calcium fluorescence, antagonist | inhibition, % at 3 µM | hit rate 1.5% among 360,000;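 active means inhibition above a per-plate cutoff, the mean inhibition of test compounds on that plate plus 3 SD, cut at about 49% in these data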;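 further: 0% = DMSO plus EC80 beta-PEA response and 100% = DMSO alone without agonist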
Target sequence (Q96RJ0 whole entry, looked up): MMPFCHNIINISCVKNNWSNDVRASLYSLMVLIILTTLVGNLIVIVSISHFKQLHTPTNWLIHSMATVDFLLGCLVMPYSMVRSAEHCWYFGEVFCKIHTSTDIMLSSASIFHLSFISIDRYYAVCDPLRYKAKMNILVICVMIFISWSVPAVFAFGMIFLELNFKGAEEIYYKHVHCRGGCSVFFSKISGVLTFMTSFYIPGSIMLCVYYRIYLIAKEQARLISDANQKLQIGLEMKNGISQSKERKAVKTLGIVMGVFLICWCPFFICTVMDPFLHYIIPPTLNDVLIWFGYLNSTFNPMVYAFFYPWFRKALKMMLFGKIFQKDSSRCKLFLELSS
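Assay system: RD-HGA16 CHO cells with stable hTAAR1 and Gα16 / Reagent: EC80 β-phenethylamine stimulus / Doses: 3 µM, single point / Timing: dye loading 75 min at 37 °C, then 30 min room temperature / Measured by: Fluo-8 intracellular calcium dye fluorescence, real-time kinetic reads / Controls: vehicle wells and EC80 agonist wells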
CHRM1 agonist: activates human CHRM1 receptor | P11229 | CHO-K1 hM1, Fluo-8 calcium fluorescence, agonist mode; 0% DMSO, 100% acetylcholine EC100 | activation, % at 3 µM | hit rate 0.33% among 360,000 | AID 588814;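 active means activation above the run's mean compound activation plus 3 SD, cut at about 16% in these data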;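 further: peak over basal fluorescence ratio within a 140 s kinetic read after compound addition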
Target sequence (P11229 whole entry, looked up): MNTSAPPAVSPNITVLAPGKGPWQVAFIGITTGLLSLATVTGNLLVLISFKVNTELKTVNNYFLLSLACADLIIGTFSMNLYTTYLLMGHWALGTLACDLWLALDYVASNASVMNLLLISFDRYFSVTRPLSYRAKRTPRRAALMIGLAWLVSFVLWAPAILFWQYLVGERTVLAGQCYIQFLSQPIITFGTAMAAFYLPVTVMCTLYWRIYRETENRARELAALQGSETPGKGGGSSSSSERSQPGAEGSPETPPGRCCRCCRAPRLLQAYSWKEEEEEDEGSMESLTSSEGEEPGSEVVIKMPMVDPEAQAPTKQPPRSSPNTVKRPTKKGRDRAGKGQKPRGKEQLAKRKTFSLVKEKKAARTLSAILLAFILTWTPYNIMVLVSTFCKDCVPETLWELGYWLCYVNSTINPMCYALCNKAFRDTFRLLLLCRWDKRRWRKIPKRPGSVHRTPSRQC
TAAR1 agonist: agonists of human TAAR1 | Q96RJ0 | CHO RD-HGA16 TAAR1, Fluo-8 calcium fluorescence; vehicle wells 0%, saturating PEA agonist 100% | activation, % at 3 µM | hit rate 0.99% among 360,000 | AID 624467;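 active means activation above the mean activation of all test compounds in the run plus 3 SD, cut at about 38% in these data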
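Assay system – CHO-derived RD-HGA16 cells with stable Gα16 and human TAAR1 · Compound dosing – one-point dosing at 3 µM (nominal) · Incubation – 17-24 h seeding, 75 min 37 °C dye, 30 min RT · Measured by – kinetic Fluo-8 calcium fluorescence · Control set – DMSO vehicle as 0%, PEA at EC100 as 100% · Repeats – single well for each compound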
CHO-K1 Ca ag: M1 agonist counterscreen hit in parental CHO-K1 cells; activation, % at 3 µM; hit rate 0.48% among 360,000; Fluo-8 calcium fluorescence; scaled to maximal ATP response, vehicle zero; in the data active means activation above about 15%;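 further: untransfected CHO-K1 host cells lacking M1 receptor as counterscreen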
The depositor's hits bear a star; / = not tested or not shown.

SMILES	CHO-K1 Ca antag	OXTR potentiator	CHO-K1 Ca PAM	CHO parental Ca	V1aR counter	TAAR1 antagonist	CHRM1 agonist	TAAR1 agonist	CHO-K1 Ca ag
COc1cccc(NC(=O)CN(C)C(=O)C2CC(=O)N(CCc3ccc(OC)c(OC)c3)C2)c1 (centres undefined)	-15	/	9	/	/	-14	-2	2	0.1
Cc1cccc(N2CN(Cc3cccnc3)CNC2=S)c1	-2	-1	15	-12	0.7	0	-1	0	0.6
CC1(C)CC(=O)C=C(N2CCOCC2)C1	-24	-2	6	7	-0.2	-6	1	6	-0.1
CCN1C(=O)CC(Sc2ccccc2N)C1=O (centres undefined)	12	-6	2	-12	0.0	-15	1	13	-0.2
O=C(CC1C(=O)NCCN1C/C=C/c1ccccc1)NCCCC1CCCC1 (centres undefined)	-12	-11	7	-26	-1.8	-22	-6	-2	-0.9
CC(=O)Nc1ccc(N2CCCCC2)c(C(=O)Nc2cccc(C)c2)c1	-12	-12	17	-27	0.6	-37	-1	14	0.1
CCN1C[C@@H]2[C@@H]3C(=O)N(Cc4ccccc4)C(=O)[C@@H]3[C@](CC)(C1=O)N2C(=O)c1ccccc1	6	/	-23	/	/	5	-1	4	-0.4
C=CCOc1ccc(C=Nc2ccc(Cl)cc2)c(O)c1	-6	-2	11	0	0.5	-17	-7	4	-0.3
O=C(COC(=O)C12CC3CC(CC(Br)(C3)C1)C2)Nc1ccc2[nH]c(=O)[nH]c2c1	-15	-5	23	-2	1.5	-5	4	1	3.4
O=C(CC1C(=O)NCCN1Cc1cccc(F)c1)NCCCN1CCCC1=O (centres undefined)	-5	-12	2	-6	0.6	15	-3	1	1.7
Cc1nn(CC(=O)NC(C)c2ccccc2)c(=O)c2ccccc12 (centres undefined)	-9	-3	18	-10	-1.1	19	-4	2	1.1
COc1ccc(OCC(O)CNC(=O)c2ccc(OC)cc2)cc1 (centres undefined)	2	-7	-5	-10	-0.1	-4	-4	6	-0.1
COc1cc(C(=O)NCCC(=O)NCCc2ccc(Cl)cc2)cc(OC)c1OC	-15	3	20	-16	-0.1	-5	-5	6	1.8
COc1ccc(C(=O)Cc2nnc(C)s2)cc1	-10	-3	24	1	0.4	-10	-12	2	7.5
N#CCC(=O)N/N=C/c1ccc(OS(=O)(=O)c2ccccc2)cc1	-5	-6	17	9	1.0	9	-5	4	1.0
COc1cccc(CNC(=O)CSc2nnc3c(n2)[nH]c2ccc(C)cc23)c1	-20	0	-1	2	2.3	-11	-2	2	1.1
O=C(COC(=O)C1CCC(=O)N1)Nc1ccc(Br)cc1 (centres undefined)	1	-6	-10	2	0.3	-2	-5	30	-0.5
COc1ccc(NC(=O)CN(C)CC(=O)Nc2sc3c(c2C#N)CCC3)cc1	21	-5	-13	-30	2.0	-28	1	10	0.1
O=S1(=O)CCN(Cc2ccccc2)CC1	4	/	-4	/	/	-3	-3	3	0.2
O=C(N/N=C/C1CC=CCC1)c1ccc(Cl)cc1O (centres undefined)	-2	-16	9	-6	8.9	9	3	8	5.0
COc1ccccc1C(=O)Nc1cccc(NC(=O)c2ccccc2OC)n1	-5	-5	19	-25	-0.4	30	-4	7	1.7
Cc1ccc(/C=N\NC(=O)c2ccc3c(c2)OCO3)o1	11	-8	-16	-3	0.7	7	-1	-1	-0.4
O=C(OCCN1C(=O)c2cccc3c(N4CCOCC4)ccc(c23)C1=O)c1ccc(Cl)cc1	-3	4	27	-11	4.4	15	-7	3	3.8
CN(C)N(C(=O)c1cc(-c2cccs2)nn1-c1ccccc1)C1CCS(=O)(=O)C1 (centres undefined)	-1	-5	-4	-14	-1.1	-2	-4	14	0.0
O=C1NC[C@H](c2ccccc2)OC(=O)[C@@H](Cc2ccc(F)cc2)C/C=C\C[C@H]1CC(=O)N(CCO)Cc1ccccc1	-6	-11	2	-15	1.8	81*	-2	49*	12
CCc1ccccc1NC(=O)C1=CC(c2ccc(OC)c(OC)c2)=NS(=O)(=O)N1C	2	0	13	-6	0.3	-12	-3	1	0.5
CCCCNC(=O)C1CC(=O)N(CCc2ccccc2)C1 (centres undefined)	1	2	8	-6	0.2	-17	-5	1	1.6
Cc1c(O)c2cccnc2[nH]c1=O	3	-5	5	0	0.6	13	-1	0	0.0
CCc1cc(-c2n[nH]c(C)c2Oc2ccc(C(C)C)cc2)c(O)cc1O	-9	-5	21	-2	0.0	-9	-4	5	0.6
COc1ccccc1CNC(=O)C[C@@H]1C[C@H]2c3cc(NC(=O)c4ccc5c(c4)OCO5)ccc3O[C@H]2[C@@H](CO)O1	-8	/	34	/	/	-1	-4	1	0.1
O=C(CN1CCN(Cc2ccc(Cl)cc2)CC1)N/N=C/c1cccc(F)c1	-14	-9	13	-20	2.6	-25	-5	26	1.4
NNC(=O)c1nn(-c2ccc(Cl)cc2)cc1O	-11	2	14	-3	-0.3	-2	-1	0	0.5
CCc1ccc(S(=O)(=O)Nc2cc3c(cc2N2CCCCC2)n(C)c(=O)c(=O)n3C)cc1	-24	-11	26	-20	-0.6	-21	-5	2	3.0
C=CCN(C(=O)CCC(=O)Nc1cc(C)on1)C(C(=O)NC1CCCC1)c1ccc(OC)c(OC)c1 (centres undefined)	-9	-6	7	-4	-0.3	5	-2	-4	1.9
CCc1ccccc1NC(=O)NCc1cccnc1	7	-1	-19	4	1.2	-17	-4	4	1.6
CCCCn1c(N)c(N(CC(C)C)C(=O)c2cc(Cl)nc3ccccc23)c(=O)[nH]c1=O	-1	-1	0	-5	0.0	-15	-3	0	1.9
O=C(Nc1cnn(C23CC4CC(CC(C4)C2)C3)c1)c1cnn2cccnc12	-24	1	23	-10	0.4	-8	-2	11	1.5
COc1ccc(C(=O)/C=C2/Sc3cc4c(cc3N2C)OCO4)cc1	2	-1	9	-8	-1.2	-4	-1	3	0.1
O=C(COc1ccc(S(=O)(=O)N2CCOCC2)cc1Cl)NCCCn1ccnc1	-17	-6	2	-4	0.5	-17	-10	10	0.5
COC(=O)c1cc(C(=O)OC)n(Cc2ccc(F)cc2)c1C	-12	-6	5	1	-0.8	2	-5	1	0.5
COc1ccccc1C(=O)N1CCCC1(C#N)c1ccccc1 (centres undefined)	-9	-23	15	-2	0.0	4	-4	-2	-0.1
CC(=O)CSc1nc(C(F)(F)F)cc(=O)n1-c1ccccc1	9	-2	1	-6	0.1	14	-3	12	0.0
O=C(COC(=O)C1=COCCO1)Nc1ccccc1OC(F)F	-14	-2	22	-1	0.4	4	-5	2	0.9
Cc1ccc(NC(=O)C(C)Sc2nnc(C3CC3)n2C2CC2)cc1S(=O)(=O)N1CCOCC1 (centres undefined)	-19	-4	11	-19	-0.6	-13	-7	-3	0.7
CCOC(=O)C1CCN(Cc2ccc(O)c3ncccc23)CC1	-8	-3	19	-22	0.1	-7	3	1	0.1
COc1ccc(NC(=O)CNC(=O)c2nn(-c3ccc(OC)cc3OC)c(=O)c3ccccc23)c(OC)c1	-8	-3	-6	-31	1.4	-22	-2	3	0.3
Cc1sc2nc(SCC(=O)NCCCO)n(-c3ccccc3)c(=O)c2c1C	-15	4	27	-9	-0.2	-16	-1	12	0.3
COc1ccc(C2/C=C\CN(S(=O)(=O)c3ccc4ccccc4c3)CC(=O)N2Cc2ccc(F)cc2)cc1 (centres undefined)	-8	-7	5	-28	1.4	11	-3	0	0.2
COCC(=O)Nc1sc2c(c1C(=O)OC)CCC(C)C2 (centres undefined)	-20	-10	25	-19	-1.0	-17	-2	6	-0.1
Cc1cccc(C(=O)Oc2ccc(/C=N/NC(=O)c3ccncc3)cc2)c1	-16	-24	10	22	7.8	23	2	12	1.5
CN(CC(=O)Nn1cnnc1)S(=O)(=O)c1ccccc1	1	3	-3	5	0.6	/	-5	/	0.5
Cc1cc(NC(=O)CN2C(=O)[C@@H]3[C@H](C2=O)[C@@H]2C[C@H]3C(Br)C2Br)no1 (some centres undefined)	-12	-12	14	-12	5.4	-4	4	13	0.5
Cc1nn(-c2ccccc2)c(C)c1C(=O)OC(C)C(=O)Nc1ccc(C(N)=O)cc1 (centres undefined)	-22	-2	19	-7	0.0	-31	-1	7	0.4
C=CCN(C(=O)COC(=O)c1cc[n+]([O-])cc1)c1nc(-c2ccccc2)cs1	-1	-8	-9	-8	3.1	-24	-2	7	1.2
COc1ccc(CCC(=O)N2CCN(c3ccc(OC)cc3)CC2)cc1	-6	/	0	/	/	1	-2	-1	1.5
O=C1C2C3C=CC(C3)C2C(=O)N1c1cccc(N2C(=O)C3C4C=CC(C4)C3C2=O)n1 (centres undefined)	-12	8	17	-4	0.5	-7	-2	1	0.8
CCC(=O)Nc1nc2ccccc2n1CCN1CCOCC1	-11	-1	9	4	-0.2	-11	-6	1	0.4
Cc1cc(NS(=O)(=O)c2ccc(NC(=S)NC(=O)c3ccccc3)cc2)no1	-4	7	18	-3	1.1	3	-1	-1	1.1
CCOC(=O)c1c(C)c(C(=O)NCCN2CCOCC2)c(C)n1C	-3	-2	-14	0	0.6	/	-1	/	0.1
COc1ccc2cc(-c3[nH]ncc3CN3C[C@@H]4CCC[C@H]3C4)ccc2c1	0	1	5	-34	-0.5	1	-1	5	-0.5
(more compounds)
SMILES	CHO-K1 Ca antag	OXTR potentiator	CHO-K1 Ca PAM	CHO parental Ca	V1aR counter	TAAR1 antagonist	CHRM1 agonist	TAAR1 agonist	CHO-K1 Ca ag
COCCCNC(=O)Cn1c(=O)n(Cc2ccc(C(=O)NCCc3ccc(OC)c(OC)c3)cc2)c(=O)c2ccccc21	-11	-1	4	-12	0.2	-9	-3	0	0.1
Cc1nn(Cc2ccc(Cl)cc2Cl)c(C)c1NC(=O)c1ccc(COc2cc(Cl)ccc2Cl)o1	-3	-4	13	2	2.1	10	-3	6	0.2
C[C@@H]1CCCCO[C@@H](CN(C)CC2CC2)[C@@H](C)CN([C@H](C)CO)C(=O)c2cc(N(C)C)ccc2O1	5	/	5	/	/	/	-7	/	1.8
O=C(CCS(=O)(=O)c1cccc2nonc12)Nc1cccc2c1CCCC2	6	-17	-6	-12	1.2	-13	0	4	0.1
CNC(=O)c1sc(NCc2ccccc2OC)nc1C	-17	/	7	/	/	-11	1	2	2.0
Cc1cccc(C2NC(=O)c3ccccc3N2)c1 (centres undefined)	-11	/	12	/	/	-6	-1	1	0.0
